NALP1 inh: blocks the NALP1 inflammasome reconstituted in yeast; S. cerevisiae NALP1/ASC/caspase-1 growth, X-gal OD620, 72 h; inhibition, % at 10 µM; hit rate 0.61% among 280,000; in the data active means inhibition mostly above about 24%, no sharp cut-off; inactive means mostly below about 32%; further: some compounds called inactive have numbers as strong as hits
OXTR ag: human OXTR agonism | activation, % at 3 µM | AID 2435 | P30559 | CHO-OTR cells, Fluo-8 calcium fluorescence; normalized: DMSO 0%, oxytocin 100% | hit rate 0.32% among 320,000;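 active means activation above the mean of all tested compounds plus 3 SD, cutoff set per screening run, cut at about 20% in these data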;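 further: peak over basal fluorescence ratio from a 100 s FLIPR kinetic read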
Target sequence (P30559 whole entry, looked up): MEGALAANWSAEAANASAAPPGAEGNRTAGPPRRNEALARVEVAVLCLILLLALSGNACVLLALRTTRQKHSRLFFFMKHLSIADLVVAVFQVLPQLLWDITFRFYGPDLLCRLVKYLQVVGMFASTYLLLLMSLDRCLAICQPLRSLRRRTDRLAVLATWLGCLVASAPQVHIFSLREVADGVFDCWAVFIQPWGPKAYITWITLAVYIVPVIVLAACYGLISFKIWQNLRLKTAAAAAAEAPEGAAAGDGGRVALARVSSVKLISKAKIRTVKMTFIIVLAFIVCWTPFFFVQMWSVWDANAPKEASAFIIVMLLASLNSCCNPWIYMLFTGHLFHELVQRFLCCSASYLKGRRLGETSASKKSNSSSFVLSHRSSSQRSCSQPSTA
PHOSPHO1 inh: PHOSPHO1 (human) inhibition; recombinant PHOSPHO1, absorbance phosphatase assay; hit rate 1.1% among 290,000; Q8TCT1; inhibition, % at 13.3 µM; in the data active means inhibition above about 60%
Target sequence (Q8TCT1 whole entry, looked up): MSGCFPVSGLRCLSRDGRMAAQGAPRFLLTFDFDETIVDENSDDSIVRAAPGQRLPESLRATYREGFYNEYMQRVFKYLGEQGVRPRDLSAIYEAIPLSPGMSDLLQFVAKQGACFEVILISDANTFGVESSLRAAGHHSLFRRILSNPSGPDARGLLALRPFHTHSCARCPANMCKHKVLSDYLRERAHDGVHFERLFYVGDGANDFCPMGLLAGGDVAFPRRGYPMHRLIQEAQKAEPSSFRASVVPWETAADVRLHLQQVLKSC
MEKK2mut PB1 HTS: signal of MEK5 binding to mutant human MEKK2 PB1 domain. hit rate 0.35% among 290,000. bead flow cytometry, Alexa488-MEK5 binding to MEKK2 mutant. percent response, % at 10 µM; in the data active means percent response above about 24%, passing the limit was not always enough; further: inactives centre near 1; some results filed as inactive read as strong as hits; reference of the scale not given here
GPR7 antagonist: antagonists of human GPR7 (neuropeptides B/W receptor 1); GPR7-expressing cells, fluorescence antagonist assay; inhibition, % at 4.4 µM; hit rate 1.1% among 290,000; AID 1861; in the data active means inhibition above about 16%, passing the limit was not always enough;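 further: cells stimulated with the agonist NPW; 0% = agonist with vehicle and 100% = vehicle without agonist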
DNA FID counter: displaces DNA intercalator in HCV helicase counter-screen. DNA fluorescent intercalator displacement, fluorescence. inhibition, % at 7.9 µM. hit rate 0.17% among 290,000. AID 1845; in the data active means inhibition above about 37%;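 further: 0% = vehicle and 100% = reference compound; higher means more ethidium bromide displaced from hairpin DNA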
MEKK2wt PB1 HTS: raises or lowers MEK5 binding to wildtype human MEKK2 PB1 domain. Q9Y2U5. bead flow cytometry, Alexa488-MEK5 binding to MEKK2 WT; actives lie on both sides. binding response (% of control), % at 10 µM. hit rate 1.1% among 290,000; in the data active means binding response below about 67% or above about 130%
PfM18AAP inh: blocks P. falciparum M18 aspartyl aminopeptidase. recombinant PfM18AAP, H-Glu-NHMec fluorogenic cleavage. inhibition, % at 7.35 µM. hit rate 1.2% among 290,000. AID 1822;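 active means inhibition above the campaign mean inhibition over all tested compounds plus 3 SD, cut at about 28% in these data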;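 further: 0% = plate median of test compound wells and 100% = 2 mM ZnCl2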
MEKK3 PB1 HTS: MEKK3-MEK5 PB1 interaction, increase or decrease; AID 1529; hit rate 1.4% among 290,000; binding response (% of control), % at 10 µM; Q99759; bead-based flow cytometry, Alexa488-MEK5 binding to MEKK3; actives lie on both sides; 0 = blocked by unlabeled MEK5, 100 = vehicle;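 active means binding response more than 3 SD above or below the average of its plate-row segment, actives on both sides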;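 further: Alexa488 bead fluorescence after subtracting the streptavidin-only scavenger bead signal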
The depositor's hits bear a star; / = not tested or not shown; & = joins results of further samples.

The opening 5 compounds (preview)
SMILES	NALP1 inh	OXTR ag	PHOSPHO1 inh	MEKK2mut PB1 HTS	GPR7 antagonist	DNA FID counter	MEKK2wt PB1 HTS	PfM18AAP inh	MEKK3 PB1 HTS
Cc1ccc(C(=O)NCC(=O)N/N=C/c2sccc2C)cc1[N+](=O)[O-]	6	2.8	25	2	6	1	102	4	107
COc1cc(C2C(C(=O)c3ccco3)=C(O)C(=O)N2Cc2cccnc2)cc(OC)c1OC (stereo unspecified)	7	-0.3	22	2	-3	5	102	3	104
CNC(=O)CC(C(=O)O)c1ccc(OC(C)C)cc1 (stereo unspecified)	-18	0.4	7	2	-11	1	101	-10	104
O=C(CSc1nnc(CNC(=O)c2cccs2)o1)NC1CCCC1	-58	1.6	-3	4	-4	-1	105	-4	103
COC(=O)c1sc2nc(C)c([N+](=O)[O-])c(C)c2c1N	33	-1.6	11	7	-6	10	97	5	91

The listing, from the start:
SMILES	NALP1 inh	OXTR ag	PHOSPHO1 inh	MEKK2mut PB1 HTS	GPR7 antagonist	DNA FID counter	MEKK2wt PB1 HTS	PfM18AAP inh	MEKK3 PB1 HTS
Cc1ccc(C(=O)NCC(=O)N/N=C/c2sccc2C)cc1[N+](=O)[O-]	6	2.8	25	2	6	1	102	4	107
COc1cc(C2C(C(=O)c3ccco3)=C(O)C(=O)N2Cc2cccnc2)cc(OC)c1OC (stereo unspecified)	7	-0.3	22	2	-3	5	102	3	104
CNC(=O)CC(C(=O)O)c1ccc(OC(C)C)cc1 (stereo unspecified)	-18	0.4	7	2	-11	1	101	-10	104
O=C(CSc1nnc(CNC(=O)c2cccs2)o1)NC1CCCC1	-58	1.6	-3	4	-4	-1	105	-4	103
COC(=O)c1sc2nc(C)c([N+](=O)[O-])c(C)c2c1N	33	-1.6	11	7	-6	10	97	5	91
C=CCn1c(=NC(=O)CC)n(C)c2ccccc21	25	0.1	-11	-1	-6	0	94	6	92
O=C(NC1CCCCCCC1)C1CCN(S(=O)(=O)N2CCCC2)CC1	-10	0.3	19	-5	-11	-19	93	6	95
O=C(Cc1ccc(-n2cccc2)cc1)NC1CCCCCC1	15	-1.5	-2	-3	0	-25	94	6	86
CCOC(=O)C1(Cc2ccccc2C)CCCN(C(=O)CSC)C1 (stereo unspecified)	/	-2.3	/	6	-7	-31	111	-4	104
CCOC(=O)CSc1nnc(-c2nnc(SCC(=O)OCC)n2CC)n1CC	-15	-0.2	52	0	-13	-7	100	9	103
Cn1c(-c2ccco2)n[nH]c1=S	-9	0.3	-90	0	-1	8	114	-4	116
CCOC(=O)C1CCCN(CCC(=O)Nc2ccc(Br)c(C)c2)C1 (stereo unspecified)	15	/	25	2	-1	18	105	-24	105
O=C(Nc1ccccn1)C12CC3CC(CC(C3)C1)C2	11	-1.5	12	7	-5	-1	107	1	98
O=C(CN1C2CCCC1CC(NC(=O)c1ccccc1)C2)NC1CC1 (stereo unspecified)	-4	0.9	11	10	-15	-2	104	2	103
Cc1ccccc1-c1noc(CCC(=O)NC2CCCCC2)n1	16	2.1	24	4	7	-25	101	-5	103
CN(C)c1ccc(C(=S)N2CCN(Cc3ccccc3)CC2)cc1	-12	-2.8	-102	6	-5	-17	104	55*	103
COc1ccc(CCNC(=O)C2CCN(S(=O)(=O)N3CCCCC3)CC2)cc1OC	-31	0.9	21	/	-4	-22	/	-1	/
O=c1[nH]c2c(oc3ccccc32)c(=O)n1Cc1ccccc1	-6	/	24	-3	-1	-1	102	-39	97
COc1ccc(/C=C/c2ccc3cccc(O)c3n2)cc1Br	-22	1.0	18	1	-13	-7	100	3	101
CCN(c1ccccc1)S(=O)(=O)c1cccc(C(=O)NCC(c2ccco2)N2CCCC2)c1 (stereo unspecified)	21	-0.5	19	7	-7	11	111	3	107
Fc1ccc(-c2cc(C(F)(F)F)nc(-n3cccn3)n2)cc1	/	-2.3	8	-11	-9	-12	95	-2	95
CC(=O)c1cccc(NC(=O)CN2C(=S)NC(C)(C)CC2C)c1 (stereo unspecified)	21	0.1	-88	6	-9	-3	107	-8	108
O=C(NCC(=O)N1CCC2(CC1)NCCc1[nH]cnc12)c1ccc(Br)cc1	32	0.2	38	-2	3	15	95	-7	98
O=C(c1ccc(Cl)cc1)c1cnc(-c2ccccc2)s1	1	/	24	-2	-7	-2	97	-4	103
CC(OC(=O)c1ccccc1O)C(=O)Nc1cccc(Cl)c1 (stereo unspecified)	41	-0.5	24	-5	1	4	94	-6	97
COc1ccc(NC(=O)c2cccc(OS(=O)(=O)N(C)C)c2)cc1	14	1.2	29	-4	-3	-8	87	-3	94
COC(=O)c1ccc(COn2c(=O)c(C)[n+]([O-])c3ccccc32)cc1	-1	-0.5	13	-20	-7	-3	79	5	75
CC(C)CSc1ncnc2c1oc1nc3c(cc12)COC(C)(C)C3	9	-0.4	25	/	-3	-3	/	-1	/
O=C(CSc1nnc(-c2ccco2)o1)c1ccc(O)cc1O	3	1.7	24	-5	-3	-3	94	-1	91
CCOC(=O)c1sc(=NC(=O)c2c(F)cccc2F)n(C)c1C	-6	-2.1	32	5	-7	-13	96	8	98

Given as a markdown table: entries from further up
| structure | NALP1 inh | OXTR ag | PHOSPHO1 inh | MEKK2mut PB1 HTS | GPR7 antagonist | DNA FID counter | MEKK2wt PB1 HTS | PfM18AAP inh | MEKK3 PB1 HTS |
| --- | --- | --- | --- | --- | --- | --- | --- | --- | --- |
| CC(OC(=O)c1ccccc1O)C(=O)Nc1cccc(Cl)c1 (stereo unspecified) | 41 | -0.5 | 24 | -5 | 1 | 4 | 94 | -6 | 97 |
| O=C(CSc1nnc(-c2ccco2)o1)c1ccc(O)cc1O | 3 | 1.7 | 24 | -5 | -3 | -3 | 94 | -1 | 91 |

Going on with the list.
SMILES	NALP1 inh	OXTR ag	PHOSPHO1 inh	MEKK2mut PB1 HTS	GPR7 antagonist	DNA FID counter	MEKK2wt PB1 HTS	PfM18AAP inh	MEKK3 PB1 HTS
CCS(=O)(=O)c1ccc(C(=O)NC)c(Cl)c1Cl	20	0.1	38	-11	-7	-3	97	3	99
O=C(c1ccccc1F)N1C(=O)c2cccc3cccc1c23	10	-2.5	-8	-16	-9	2	89	-6	93
COC1=C(OC)C(=O)C(CCCCCCCCCCO)=C(C)C1=O	22	/	28	0&-1	-9	-35	100&97	3	98&100
N#Cc1cc2ccccc2nc1SCC(=O)Nc1ccccc1N1CCOCC1	-4	5.5	37	/	-8	-6	/	-2	/
CCCc1[nH]c2ccc(C(=O)OC)cc2c1CCC	14	-2.1	-7	-1	-23	-14	99	7	102
Cc1ccc(Cn2c(C(C)Nc3nc(-c4ccc(F)cc4)cs3)nc3cc(Cl)c(Cl)cc32)cc1 (stereo unspecified)	/	2.3	/	-3	/	/	95	/	88
O=C(Nc1ccccc1F)c1ccncc1	15	0.9	-13	3	-12	-1	107	-9	103
COc1ccc(N2C(=O)C(CC(=O)Nc3ccccc3)N(Cc3ccc(OC)c(OC)c3)C2=O)cc1 (stereo unspecified)	0	0.8	-2	-6	0	-4	88	-6	89
Cc1ccc(CN(C(=O)c2cc(=O)c3cc(C)cc(C)c3o2)C2CCS(=O)(=O)C2)cc1 (stereo unspecified)	-11	1.4	7	-4	-12	-32	95	2	94
CO/N=C(/CS(=O)Cc1ccccc1Cl)c1ccc(Cl)cc1Cl (stereo unspecified)	-11	-1.8	14	2	-1	-17	99	-7	103
c1ccc(Nc2nc(N3CCNCC3)nc(N3CCOCC3)n2)cc1	38	0.0	-3	7	-14	1	108	1	98
O=C(NCCCN1CCOCC1)c1ccc2c(c1)N(Cc1ccc(F)cc1)CCS2	-40	2.8	17	7	-9	21	108	6	99
Cc1c(CC(=O)NCCC(C)C)c(=O)oc2cc3c(cc12)CCC(C)(C)O3	21	-0.6	38	-2	-9	-25	99	-4	104
O=C(c1ccco1)N1CCN(c2ccnc3cc(Cl)ccc23)CC1	18	0.3	34	-2	-7	-13	94	3	97
O=C(COc1ccccc1)Nc1nnc(-c2ccccc2Cl)o1	13	-0.5	20	10	0	-19	111	3	108
Cc1ccc(-n2c(C)c(C)c3c(NCCO)ncnc32)cc1	14	-1.9	23	-2	-1	-16	100	2	89
O=C(O)CC1(CC(=O)N2CCN(CCO)CC2)CCCC1	7	0.1	17	0	-9	-3	103	-5	102
CCC(C)NC(=O)CN(c1ccc(OC)cc1)S(=O)(=O)c1ccccc1 (stereo unspecified)	-3	-1.2	6	-1	6	-27	90	-3	93

Shown as a hit in PfM18AAP inh, of those listed so far:
smiles	NALP1 inh	PHOSPHO1 inh	MEKK2mut PB1 HTS	GPR7 antagonist	MEKK2wt PB1 HTS	PfM18AAP inh	MEKK3 PB1 HTS
CN(C)c1ccc(C(=S)N2CCN(Cc3ccccc3)CC2)cc1	-12	-102	6	-5	104	55*	103

Bioassay records deposited in PubChem by several laboratories.
